Ins promoter up = MIN6 insulin promoter up-regulation; MIN6 insulin promoter-GFP reporter, high-content imaging; hits give high values; z-score at 5 µM; 190,000 tested, 0.3% active;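 active means z-score above 3 at 5 µM with at least 500 cells counted in the well; inconclusive means wells under 500 cells, flagged as cytotoxic or low count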
b-catenin transl = beta-catenin nuclear translocation modulation; HeLa beta-catenin nuclear translocation, immunofluorescence imaging; nuclear translocation activity, % at 5 µM; 190,000 tested, 0.3% active; AID 1665;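 active means nuclear translocation activity above 50% at 5 µM, with a well cell count of 50 or more; inconclusive means wells under 50 cells across six images, flagged as toxic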;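 further: per-cell ratio of nuclear to cytoplasmic median beta-catenin stain intensity; plate controls were DMSO negative control for no effect and GSK-3 inhibitor IX positive control for full effect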
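Test system: HeLa cells, endogenous beta-catenin; Compound: single 5 µM dose plus 0.02–20 µM confirmation series; Times: compound exposure 24 h at 37°C; Signal: fluorescence imaging of beta-catenin antibody stain plus DAPI; Read-out: % activation, nuclear-to-cytoplasmic median beta-catenin signal ratio per cell.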
Hep lipid drop = hepatic lipid droplet formation modulation | 240,000 tested, 0.4% active | inhibition, % at 6.5 µM | AML12 mouse hepatocytes, oleate lipid droplets, BODIPY imaging | AID 1656;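 active means lipid droplet intensity inhibited by at least 50%, with more than 500 cells counted; inconclusive means wells with under 300 cells, treated as cytotoxic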
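Material – AML12 mouse liver cells · Also added – oleate loading, 100 µM · Compound dosing – 6.5 µM single-point dosing · Times – overnight treatment with compound plus oleate · Measured by – fluorescence imaging, 20x objective, two fields per well · Read-out – percent inhibition of filter-corrected integrated lipid droplet intensity per well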
T cell modulator = modulates CD8 T cell binding to vesicles; 2C CD8+ T cell-vesicle binding, flow cytometry; hits give low values; calls only at 7 µM; AID 2052; 330,000 tested, 0.068% active;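 active means response, share of CD8 T cells binding vesicles, and their 90th percentile fluorescence all below set limits, cut at about 80% in these data, passing the limit was not always enough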
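Assay system – 2C mouse CD8+ T cells · Also added – QL9-loaded Drosophila micro-vesicles · Timing – Cell–vesicle co-incubation 1.5 h at 37 °C, staining 20 min on ice · Signal – flow cytometry of vesicle-bound cells · Measure – percent CD8+ FL2 mean versus row control · Controls – Peptide-free naked vesicles (low) and QL9 vesicles with 0.7% DMSO vehicle (high)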
ER stress rescue = protection against thapsigargin-triggered cell killing – 384-well, CSM14.1, ATP luminescence, primary screen (AID 1222) | CSM14.1 thapsigargin-induced death rescue, ATP luminescence; higher % means a stronger effect | cellular ATP content (survival), % at 20 µM; hits with a dose series show EC50 in µM | 190,000 tested, under 10 active;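 active means EC50 below 50 µM in the dose-response confirmation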;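 further: death triggered by thapsigargin at about 15 µM added after 2 h compound pretreatment; cell ATP read after overnight thapsigargin exposure of roughly 18 to 22 hours; normalized against plate controls of thapsigargin alone and 5% DMSO vehicle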
MT stabilizer = microtubule stabilizers in HeLa cells | 200,000 tested, 0.83% active | % tubulin-high responders, % at 10 µM | HeLa tubulin immunostaining HCS, 24 h; share of cells brighter than vehicle mean+2SD | AID 2205;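 active means plate Z-score above 3 for both tubulin-high and condensed-nucleus cell shares, with cell loss under 80%, at 10 µM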;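 further: anti alpha tubulin signal scored within the nucleus-defined area of each cell; some results filed as inactive read as strong as hits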
Dynein cargo inh = dynein cargo transport inhibition; 3617.4 mouse cells, GR-EGFP nuclear translocation imaging; test concentration mostly 20 µM; stimulated with dexamethasone, 1 µM; hits give low values; z-score, hits read low; 220,000 tested, 0.47% active; AID 1381;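 active means plate z-score of nuclear minus cytoplasmic receptor signal below a set negative limit, without overly bright fluorescence or cell loss, cut at about -3.5 in these data, passing the limit was not always enough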;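 further: z-score of nuclear minus cytoplasmic ring GR-EGFP intensity difference per well; some compounds called inactive have numbers as strong as hits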
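Buffer or medium: tetracycline-free induction medium containing charcoal-stripped FBS / Reagent: dexamethasone agonist, 1.0 µM final, for 30 min / Technique: automated 10x imaging of fixed Hoechst-stained cells / Times: induction 48 h, compound 1 h, agonist 30 min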
PhoP inhibition = inhibitors of PhoP regulon expression, primary screen, Salmonella Typhimurium, GFP reporter (AID 1863); S. Typhimurium PhoP-regulated promoter GFP reporter, 4 h; higher % means a stronger effect; 300,000 tested, 0.16% active; inhibition, % at 50 µM, or IC50 in µM where a hit was titrated;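 active means inhibition over 29.93%, a cutoff 3 SD above the screen mean, later confirmed by dose response; inconclusive means inhibition over 29.93% but no dose response follow-up; inactive means inhibition at most 29.93% or unconfirmed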;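 further: 0% = low Mg2+ inducing control and 100% = high Mg2+ repressing control; strong numbers were not always called active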
Autophagy mod = autophagy modulation, high-content screen; MEF GFP-LC3 puncta imaging; test concentration mostly 10 µM; calls only at 10 µM (by protocol); 190,000 tested, 0.98% active;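 active means percentage of spot-positive cells more than 3 SD above its plate mean, without a fluorescence outlier flag or 80% toxicity; inconclusive means no clear call, values can overlap the other calls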;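 further: spot-positive cell cutoff set from DMSO-treated cells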
Dynein cargo inh cytoplasmic EGFP = second read-out of Dynein cargo inh, no call of its own (marks repeat the call); z-score; measured here: cytoplasmic GR-EGFP intensity; hits give high values
Dynein cargo inh nuclear GR-EGFP = recorded beside Dynein cargo inh, whose call it bears; z-score; measured here: nuclear GR-EGFP intensity;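 lower value marks the stronger effect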
Dynein cargo inh cell count = recorded beside Dynein cargo inh, whose call it bears; z-score; measured here: cell count per field
Ins promoter up cell count = further read-out of Ins promoter up, marked with its call; cell count; measured here: cytotoxicity, nuclei count;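 total cells summed across four imaged fields per well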
Hep lipid drop cells 6.5 µM = also measured in Hep lipid drop; calls as there; cell count; measured here: cell count, cytotoxicity flag;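 cells counted across two imaged fields per well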
b-catenin transl cell count 5 µM = recorded beside b-catenin transl, whose call it bears; cell count; measured here: cell count, cytotoxicity flag
T cell modulator vesicle-bound % = second read-out of T cell modulator, no call of its own (marks repeat the call); double positive events, %; measured here: CD8+ vesicle-bound cell fraction;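 binding gate set so that unloaded-vesicle control wells show 10% double positive cells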
MT stabilizer Hoechst-high % = further read-out of MT stabilizer, marked with its call; % Hoechst-high responders; measured here: nuclear condensation Hoechst responders;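 share of cells brighter than vehicle mean plus two SD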
MT stabilizer cytotoxicity % = recorded beside MT stabilizer, whose call it bears; toxicity, %; measured here: cytotoxicity by cell density;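 0% = mean cell density of plate MIN control wells and 100% = no cells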
Autophagy mod cell loss 18 h = also measured in Autophagy mod; calls as there; toxicity, %; measured here: cell loss, nuclei count;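 cell loss after 18 h compound exposure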
* hit, by the source's call; i = inactive; ? = inconclusive; . = not tested or not shown.

SMILES	Ins promoter up	Ins promoter up cell count	b-catenin transl	b-catenin transl cell count 5 µM	Hep lipid drop	Hep lipid drop cells 6.5 µM	T cell modulator	T cell modulator vesicle-bound %	ER stress rescue	MT stabilizer	MT stabilizer Hoechst-high %	MT stabilizer cytotoxicity %	Dynein cargo inh	Dynein cargo inh cytoplasmic EGFP	Dynein cargo inh nuclear GR-EGFP	Dynein cargo inh cell count	PhoP inhibition	Autophagy mod	Autophagy mod cell loss 18 h
CCOC(=O)C1=NN(C(=O)c2cccc(Br)c2)C(O)(C(C)(C)C)C1 (stereo unspecified)	-0.35	1213	-0.1	1247	14	709	i	35	.	.	.	.	-0.31	0.44	-0.058	-0.095	-8%	.	.
Cc1ccc(Cn2c(NS(=O)(=O)c3ccccc3)nc3ccccc32)cc1	.	.	.	.	.	.	i	50	0.4%	2.1	1.5	7.3	-0.37	-0.11	-0.35	0.58	-2%	i	-12
CCOc1ccc(S(=O)(=O)Nc2cccc(C(=O)N3CCN(c4ccc(OC)cc4)CC3)c2)cc1	-0.22	767	.	.	.	.	i	27	-0.1%	2.3	1.7	6.6	0.029	-0.22	0.18	-0.2	-6%	i	-4
Cc1nc2c([N+](=O)[O-])c(C)c(C)cc2[nH]1	-0.12	1306	-0.1	1019	.	.	i	30	-0.7%	3.1	3.6	1.1	-0.29	-0.36	-0.1	0.8	-3%	i	-2
CCC(C)NC(=O)c1cc(Sc2nnc(C)s2)nc2ccccc12 (stereo unspecified)	0.03	1588	1.6	1031	1	590	i	31	0.9%	1.6	2.9	3.6	0.56	-0.22	0.31	-0.39	-1%	i	5
CCC(C)NC(=O)c1cc(C)no1 (stereo unspecified)	0.07	965	-0.6	1213	5	744	i	28	0.4%	1.2	1.5	10	0.1	0.0013	0.34	-0.24	7%	i	-4
Cc1ccccc1OCc1nnc2n1CC(C)S2 (stereo unspecified)	1.1	2096	1.2	1151	-9	667	i	50	.	3.1	2.8	6.6	-0.28	-0.3	0.086	0.44	11%	.	.
CCC1=C(OC(=O)N(CC)CC)N2C(=O)OC(=NCC(=O)OC)[C@]2(C)[C@H]2C1=CC[C@H]1C(=O)NC(=O)[C@H]12	0.4	986	-1.9	1272	-26	604	i	6	.	.	.	.	-0.77	-0.75	-0.34	0.59	-8%	.	.
Cc1cc(C)c(S(=O)(=O)Nc2ccc(C(N)=O)cc2)c(C)c1	-0.34	1660	1.3	931	21	716	i	50	0.7%	0.6	0.7	3.4	-0.73	-0.25	-0.11	0.83	-2%	i	11
O=C(Nc1ccccc1C(=O)NCCc1ccccc1)c1ccco1	0.13	1287	-0.8	1400	.	.	i	18	0.7%	1.8	1.7	6.5	-0.57	-0.21	-0.92	0.41	-8%	i	1
Cc1ccc(C)c(N2CCN(CCCNC(=O)Cn3cc4c(n3)CCC(C)C4)CC2)c1 (stereo unspecified)	0.75	1698	-0.3	1067	-7	621	i	41	.	6.7	2.4	5.1	0.42	-0.11	0.42	-0.72	12%	.	.
Cc1ccc2oc(=O)c3cnn(CC(=O)N4CCCCCC4)c3c2c1	0.13	1066	.	.	.	.	i	.	0.0%	4.4	3.0	3.7	-0.18	-0.22	0.11	0.1	-8%	i	8
COc1ccccc1N(C)S(=O)(=O)c1ccc(C(=O)O)cc1	-0.55	1225	-1.3	1067	2	642	i	12	0.6%	2.8	2.4	8.2	0.43	-0.34	0.51	-0.37	-2%	i	-7
C=CC(=O)NC(C)(C)Cc1ccccc1	-0.14	1553	-2.7	1384	.	.	i	28	-1.2%	3.1	1.3	3.1	-0.49	-0.22	-0.91	0.29	2%	i	-3
Cn1c(=O)c2c(nc(NCc3ccc4c(c3)OCO4)n2Cc2ccccc2)n(C)c1=O	-5.5	884	1.3	1007	-127	502	i	16	-0.6%	4.1	1.2	2.0	0.75	-0.13	0.33	-1.7	-1%	i	11
CCOC(=O)c1ccc(NC(=O)CC2C(=O)N(c3ccccc3)C(=O)N2CCCOC)cc1 (stereo unspecified)	-0.82	939	-4.9	1251	1	827	i	14	-0.5%	1.4	0.8	13	0.43	-0.17	0.42	-0.64	1%	i	-7
C#CCOCCOCCOCCNc1nc(N2CCN(C(=O)[C@H](CCCCN)n3cc(C(N)CO)nn3)CC2)nc(N2CCN(C(=O)[C@H](CCC(=O)O)n3cc(C(N)CC(C)C)nn3)CC2)n1 (stereo partly specified)	0.73	908	-1.8	1335	-12	664	.	.	.	.	.	.	2.8	-0.67	1.3	-1.1	-1%	.	.
COc1ccccc1-c1n[nH]c2c1[C@H](C)CC[C@H]2C(C)C	?	.	0.3	1434	.	.	i	20	-1.4%	2.2	1.0	6.3	-0.32	-0.22	0.26	0.39	6%	i	7
Cn1c(CN2CCCCC2)nc2cc(NC(=O)c3ccccc3)ccc21	-1.1	1291	.	.	10	714	i	12	-2.0%	4.4	2.5	2.2	-0.037	-0.18	-0.044	0.44	-9%	i	-8
COc1cccc(/C=N/NC(=O)c2[nH]c(C)c(C(=O)N/N=C/c3cccc(OC)c3O)c2C)c1O	1.1	1367	18	1189	2	741	i	24	-1.8%	4.2	1.3	20	0.12	-0.2	0.47	1.2	28%	i	-1
Nc1ccc(-c2cn3cccnc3n2)cc1	-0.12	1537	-4.6	1130	-13	696	.	.	-0.2%	2.1	1.1	2.6	-0.49	0.17	0.44	0.01	0%	i	1
CC(C)c1ccc(C(CC(=O)O)NC(=O)c2cccs2)cc1 (stereo unspecified)	0.92	1650	-1.7	971	-16	658	i	40	0.0%	3.1	2.0	3.5	-0.1	-0.3	0.23	0.34	-4%	i	7
Cc1ccc(-c2nc(CS(=O)(=O)CC(=O)N3CCc4ccccc4C3)c(C)o2)cc1	-0.64	1658	-2.2	1108	6	632	i	57	.	4.2	2.9	11	-0.25	-0.23	0.2	0.38	9%	i	-1
Cc1cc(-n2c(C)c3c(C)nnc(C)c3c2C)ccc1N	-0.2	1430	-3.9	1146	-6	741	i	34	.	.	.	.	-0.14	-0.27	-0.089	0.1	-11%	.	.
CCCc1c(C)nc2c(Br)cccc2c1Cl	-0.14	1504	-0.3	1065	17	653	i	61	-1.5%	2.8	2.5	7.3	0.043	-0.23	-0.014	0.31	0%	i	4
Cc1ccc(S(=O)(=O)/N=C(\N)c2ccc(F)cc2)cc1	-0.25	1288	-4.6	1156	-14	660	i	18	0.6%	9.8	3.0	11	-0.25	-0.28	0.15	0.74	-4%	i	12
O=c1c(CO)cc(CO)cc(CO)c1O	0.01	1121	0.4	1309	11	621	i	56	.	.	.	.	1	-0.18	1.2	-1.1	-5%	.	.
COc1ccc(C2C(C(=O)Nc3cc(OC)c(OC)c(OC)c3)c3ccccc3C(=O)N2C)cc1OC (stereo unspecified)	0.08	1344	-1.0	1135	18	697	i	40	-0.5%	7.4	1.7	5.5	-1.2	-0.32	-0.81	0.92	-1%	i	1
CC(=O)c1cc(-c2nc3ccccc3n2C)n(C)c1	0.08	1284	5.1	1056	-9	757	i	28	4.0%	2.6	6.3	3.6	0.91	-0.2	0.38	-0.56	9%	i	-2
CC(=O)c1c(C)[nH]c(-c2ccccc2)c1C	-0.63	1129	1.4	487	6	694	i	42	-0.5%	3.7	2.6	8.4	0.44	-0.16	0.23	-0.98	3%	i	2
Cc1cc(C)n2nc(SCc3nnc(SCc4ccccc4C)s3)nc2n1	-0.09	801	.	.	-4	811	i	68	4.8%	2.5	1.4	4.0	-0.25	-0.27	0.066	1.8	-2%	i	-31
COc1ccc(OC)c(C(O)c2nc3ccccc3n2C(C)C)c1 (stereo unspecified)	-0.31	1267	.	.	-5	691	i	45	-2.5%	5.2	1.7	8.4	1.8	-0.11	0.66	-1.4	6%	i	-4

Screening data as filed in PubChem BioAssay.
